Menin MLL FP TR: inhibitors of human menin-MLL interaction, mutant MLL peptide; O00255; Menin + Texas Red MLL mutant peptide, fluorescence polarization; Potency, µM (series often up to 61.6 µM), for inactives: at the top dose FP activity change, negative = inhibition, most hits filed as inhibitors; hit rate 0.23% among 270,000; active means well fitted inhibition curve with a large enough effect in the polarisation, with a control signal flat, not every such curve was filed as active; inconclusive means small, poorly fitted or top-dose-only effect, or effect the other way, or a change in a side signal; inactive means no such curve, though single readings can be large or run the other way; the % refers to the polarisation; further: potency means the concentration at half of the fitted maximal effect; % of control where 0% means no effect; many of its hits are not listed in these tables
Target sequence (O00255 whole entry, looked up): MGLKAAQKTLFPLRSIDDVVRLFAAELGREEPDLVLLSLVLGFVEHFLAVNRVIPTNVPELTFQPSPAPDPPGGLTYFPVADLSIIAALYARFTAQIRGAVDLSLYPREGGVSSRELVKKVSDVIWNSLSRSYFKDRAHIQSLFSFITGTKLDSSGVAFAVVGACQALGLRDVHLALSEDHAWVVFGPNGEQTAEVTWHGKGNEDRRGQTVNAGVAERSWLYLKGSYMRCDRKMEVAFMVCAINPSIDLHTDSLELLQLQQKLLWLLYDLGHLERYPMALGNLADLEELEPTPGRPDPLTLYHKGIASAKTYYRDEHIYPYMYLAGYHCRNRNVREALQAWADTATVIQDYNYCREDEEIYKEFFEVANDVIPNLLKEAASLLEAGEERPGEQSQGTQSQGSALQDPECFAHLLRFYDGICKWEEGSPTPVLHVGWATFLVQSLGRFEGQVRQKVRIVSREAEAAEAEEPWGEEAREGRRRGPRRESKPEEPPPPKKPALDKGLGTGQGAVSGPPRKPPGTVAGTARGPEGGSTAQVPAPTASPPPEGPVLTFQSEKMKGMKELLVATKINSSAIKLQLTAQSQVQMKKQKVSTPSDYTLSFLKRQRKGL
RORg inh: blocks mouse ROR gamma transcriptional activity. hit rate 5.4% among 310,000. Potency, µM (titrated, usually from 53.6 µM), for inactives: top-dose activity change, negative = inhibition, hits mostly inhibitors. Drosophila S2 Gal4-RORgamma UAS-luciferase reporter, 20 h. P51450. AID 2551; further: potency means the concentration at half of the fitted maximal effect; on the % scale 0 is the no-effect control and ±100 the full control effect; nearly all actives have a fitted effect of over 60% in size
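Compounds are pin-transferred onto Drosophila Schneider cells expressing a copper-inducible Gal4–ROR gamma transactivation domain fusion. After 1 hr, copper sulfate is added to 700 uM final; luciferase is read 20 hr later.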
KCNH2 3.1 block: blocks the human KCNH2 3.1 channel isoform; hit rate 0.95% among 340,000; U2OS KCNH2 3.1, thallium flux FluxOr; active compounds read low; activity change, % (tested at about 1.8 µM);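 active means maximum activity change below -70%; inconclusive means maximum activity change from -70% to -50%; inactive means maximum activity change above -50%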;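 further: thallium influx rate constant from kinetic fluorescence after stimulation buffer; on the % scale 0 is the no-effect control and ±100 the full control effect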
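FluxOr-based Tl+ influx in U2OS cells transduced with KCNH2 3.1 virus; rate constants normalized to DMSO controls.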
Mito fusion yeast: mitochondrial division inhibition or fusion activation | S. cerevisiae fusion-defective mutant growth rescue, CellTiterGlo 48 h | Potency, µM (series often up to 46.1 µM), for the others: top-dose growth rescue (activation), hits mostly activators | hit rate 0.23% among 320,000 | AID 485298;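 further: potency means the concentration at half of the fitted maximal effect; % of control where 0% means no effect; nearly all actives have a fitted effect of over 45% in size; temperature-sensitive fusion mutants such as fzo1-1 at 37 °C on non-fermentable ethanol glycerol medium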
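Read-out: ATP-based luminescence (CellTiterGlo, 10 min ambient) reporting growth of fusion-defective ts yeast after 48 hours at 37C on glycerol/ethanol YPEG medium in the presence of compound.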
NPC1 promoter act: activates the NPC1 promoter | Potency, µM (titrated, usually from 9.22 µM), for the others: at the top dose activation, most hits filed as activators | hit rate 2.4% among 320,000 | AID 485313 | Huh7 NPC1 promoter luciferase reporter, 24 h;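 further: potency means the concentration at half of the fitted maximal effect; % of control where 0% means no effect; nearly all actives have a fitted effect of over 60% in size; reporter is driven by a mutant NPC1 promoter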
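NPC1 promoter–luciferase Huh7 cells; 24 h compound; luminescence.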
ELG1 DNA repair: ELG1-dependent DNA repair inhibition. Potency, µM (series often up to 46.1 µM), inactives show at the top dose activity change, negative = inhibition, usual class: inhibitors. hit rate 2.3% among 330,000. HEK293T ELG1-luciferase reporter, luminescence, 16 h; DNA damage induced by 5-fluorouridine; further: potency means the concentration at half of the fitted maximal effect; on the % scale 0 is the no-effect control and ±100 the full control effect; nearly all actives have a fitted effect of over 55% in size
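Reporter activity after DNA damage by 5-fluorouridine is monitored. Compound-treated cells incubate 16 hr at 37 °C, then ONE-Glo is added for 30 min before luminescence reading.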
Gal4-VP16 FLuc: inhibits Gal4-VP16 luciferase reporter, ROR gamma counter-screen; hit rate 3.5% among 310,000; Drosophila S2 Gal4-VP16 UAS-luciferase, luminescence, 20 h; AID 2546; Potency, µM (top dose mostly 53.6 µM), for the others: top-dose activity, negative = inhibition, usual class: inhibitors;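 further: Gal4-VP16 expression switched on by copper sulfate through the metallothionein promoter; potency means the concentration at half of the fitted maximal effect; on the % scale 0 is the no-effect control and ±100 the full control effect; nearly all actives have a fitted effect of over 50% in size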
Rab9 promoter act: activates the Rab9 promoter; Huh7 Rab9 promoter-luciferase reporter, luminescence, 24 h; Potency, µM (doses to about 9.22 µM), without a hit: at the top dose activation, negative = inhibition, hits mostly activators; hit rate 2.8% among 320,000; AID 485297; further: potency means the concentration at half of the fitted maximal effect; % of control where 0% means no effect; nearly all actives have a fitted effect of over 60% in size
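Steps: seed 1500 Huh7 Rab9-luc cells per well, rest 2 h at 37 °C; add compound in DMSO; incubate 24 h; add luciferase reagent, 10 min ambient; read luminescence.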
MBNL1 CUG block: inhibitors of human MBNL1 binding to CUG repeat RNA | Q9NR56 | TR-FRET MBNL1-His/biotin-(CUG)12 binding, 665/545 ratio | Potency, µM (highest dose often 57.5 µM), inactives show at the top dose activity change, negative = inhibition, most hits filed as inhibitors | hit rate 0.036% among 280,000 | AID 2675; active means well fitted inhibition curve with a large enough effect in the signal ratio, with a control signal flat, not every such curve was filed as active; inconclusive means small, poorly fitted or top-dose-only effect, or effect the other way, or a change in a side signal; inactive means no such curve, though single readings can be large or run the other way; the % refers to the signal ratio; further: potency means the concentration at half of the fitted maximal effect; on the % scale 0 is the no-effect control and ±100 the full control effect
Target sequence (Q9NR56 whole entry, looked up): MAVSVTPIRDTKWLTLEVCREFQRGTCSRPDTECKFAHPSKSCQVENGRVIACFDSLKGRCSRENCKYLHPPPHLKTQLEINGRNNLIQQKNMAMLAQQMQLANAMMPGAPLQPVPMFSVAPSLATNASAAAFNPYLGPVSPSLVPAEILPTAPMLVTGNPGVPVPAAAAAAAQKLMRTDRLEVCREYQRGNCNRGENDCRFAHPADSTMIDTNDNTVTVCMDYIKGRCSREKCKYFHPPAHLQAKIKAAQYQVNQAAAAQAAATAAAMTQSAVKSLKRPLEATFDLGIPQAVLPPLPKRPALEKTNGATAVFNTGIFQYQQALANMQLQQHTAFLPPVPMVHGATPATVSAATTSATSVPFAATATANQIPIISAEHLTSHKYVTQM
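TR-FRET readout: Ex 340 nm, 665/545 nm emission ratio, normalized to buffer-only (basal) and MBNL1-(CUG)12 controls. Complex of MBNL1-His with Biotin-(CUG)12, compounds 92 nM–58 uM, incubated 60 min at room temperature.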
PKM2 act: PKM2 (human) enzyme activation; hit rate 0.34% among 260,000; P14618; Potency, µM (series often up to 57.5 µM), without a hit: top-dose activation, actives largely listed as activators; purified PKM2, Kinase-Glo ATP luminescence, activation; response scale: 0% is enzyme alone, no compound; further: potency means the concentration at half of the fitted maximal effect; on the % scale 0 is the no-effect control and ±100 the full control effect; nearly all actives have a fitted effect of over 55% in size
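Purified hPK-M2 (>95% pure) converted ADP (0.1 mM final) to ATP with 0.5 mM PEP in 50 mM imidazole pH7.2, KCl, MgCl2, Tween 20, BSA; 1 h at room temperature. ATP detected by Kinase-Glo luminescence.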
FLuc modulator: firefly luciferase modulation, counter-screen for miR-21 project; hit rate 6.9% among 360,000; AID 588342; P08659; Potency, µM (highest dose often 57.5 µM), for inactives: at the highest dose activity change, negative = inhibition, actives largely listed as inhibitors; purified FLuc, Km substrates, luminescence inhibition;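 further: potency means the concentration at half of the fitted maximal effect; plate controls were vehicle for no effect and reference inhibitor for full effect; nearly all actives have a fitted effect of over 55% in size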
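Purified P. pyralis luciferase, 10 nM final, with Km-level 10 uM D-luciferin and 10 uM ATP in 50 mM Tris acetate pH 7.5, 10 mM Mg acetate, 0.01% Tween-20, 0.05% BSA; 6-point qHTS titration about 60 µM downward; luminescence read.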
The depositor's hits bear a star; ? = inconclusive; . = no result given; [ ] = dose if it differs, or a comment. Unless noted, the call rests on the fitted dose curve; in most records, active means well fitted curve in the direction sought with a large enough effect; inconclusive means small, poorly fitted or top-dose-only effect, or another doubt; inactive means no such curve, though single readings can be large; an effect the other way counts as inactive or inconclusive. The list is partial, so the mix of outcomes need not match the whole.

SMILES | Menin MLL FP TR | RORg inh | KCNH2 3.1 block | Mito fusion yeast | NPC1 promoter act | ELG1 DNA repair | Gal4-VP16 FLuc | Rab9 promoter act | MBNL1 CUG block | PKM2 act | FLuc modulator
N#Cc1nc(-c2ccccc2F)oc1NCCN1CCOCC1 | -4% | 1% | 16 | 1% | 1% | 11% | 2% | -7% | -2% | -9% | -1%
O=C1NCCCCC1NS(=O)(=O)c1cccc(C(F)(F)F)c1 (centres undefined) | 9% | -5% | 6 | 2% | -4% | -6% | -11% | 3% | 1% | . | -2%
O=c1cc(-c2ccco2)nc(-c2cccs2)o1 | 8% | -15% | 15 | 2% | 0% | 1% | -7% | -1% | 5% | -5% | ?
CCOc1ccccc1NC(=O)CSc1ccc2nnc(-c3cccnc3)n2n1 | -2% | -9% | -25 | -20% | -1% | -6% | 11% | -6% | 1% | -21% | 3%
COC(=O)c1ccccc1NC(=O)Oc1ccc(C(C)C)cc1 | . | 10% | -6 | -2% | 3% | -5% | -1% | 2% | -5% | 1% | ?
O=C(CCNC(=O)C1CCN(S(=O)(=O)c2ccccc2)CC1)Nc1cccc(C(F)(F)F)c1 | . | 14% | -13 | -1% | -7% | -1% | 1% | 0% | -4% | . | 3%
O=C(COC(=O)c1ccc2[nH]c3c(c2c1)CCCC3)NC1CCS(=O)(=O)C1 (centres undefined) | 12% | 18% | 12 | 27% | 0% | ? | -6% | -2% | . | -2% | ?
O=C(/C=C/Nc1ccccc1Br)c1ccccn1 | -2% | ? | 1 | -3% | . | . | ? | . | ? | -21% | 0.076µM*
COc1ccccc1N1CC(C(=O)Nc2cc(C(F)(F)F)ccc2N2CCCC2)CC1=O (centres undefined) | . | . | 15 | 5% | -2% | 1% | . | -4% | . | . | -2%
CCOCCCNC(=S)N1CCN(C(=O)C(=O)Nc2ccc(C(=O)OC)cc2)CC1 | -16% | 1% | 6 | -6% | 1% | 7% | 13% | 1% | -7% | 16% | 1%
Nc1cccc2c1C(=O)N(Cc1nnc(-c3ccccc3Br)o1)C2=O | 10% | ? | 6 | 9% | -3% | 9% | 12% | 5% | 76%[activator] | 4% | ?
CCCc1cc(=O)oc2cc(C)cc(OCC(=O)NC(Cc3ccc(Cl)cc3)C(=O)O)c12 (centres undefined) | 28% | 9% | -27 | -3% | 3% | -5% | -5% | -4% | -3% | 4% | 4%
CN(C)CCCNc1ncnc2scc(-c3ccccc3)c12 | -7% | 0% | 11 | -5% | -7% | -2% | -14% | -4% | -2% | -6% | -3%
Nc1nnc(CSCc2ccc(Cl)cc2Cl)s1 | 0% | -45% | 7 | 0% | 2% | ? | 3% | 2% | -7% | 7% | ?
CCOC(=O)c1ccc(N2C(=O)C=C(N3CCOCC3)C2=O)cc1 | 61%[activator] | 25% | 9 | -13% | -4% | 1% | -11% | -7% | ? | . | ?
O=C(NNC(=O)c1ccccc1F)c1ccc2nc[nH]c2c1 | . | ? | 8 | -1% | 21% | ? | -4% | 12% | 7% | -3% | ?
Cc1cc(C)nc(-n2nc(C)cc2NC(=O)CN2CCC(C)CC2)n1 | 1% | ? | 15 | 9% | 1% | -20% | ? | 2% | -13% | -7% | 2%
COc1ccc(-c2noc(CCC(=O)Nc3nc4ccccc4s3)n2)cc1 | -10% | -11% | 1 | 0% | 0% | 2% | -1% | -1% | -3% | -4% | -2%
Cc1cc(C)n(C(=O)C(C(=O)c2ccccc2)C(C)C)n1 (centres undefined) | -14% | 37% | 2 | . | 0% | 3% | -3% | -1% | -7%[11.5 µM] | -11% | 3%
Cc1noc(C)c1COC(=O)c1cc2c3ccccc3n(C)c2s1 | 6% | -11% | -3 | 10% | 20% | ? | -2% | 20% | 0% | 0% | -6%

Fetched one by one from the list above, 4 records:
SMILES | Menin MLL FP TR | RORg inh | KCNH2 3.1 block | Mito fusion yeast | NPC1 promoter act | ELG1 DNA repair | Gal4-VP16 FLuc | Rab9 promoter act | MBNL1 CUG block | PKM2 act | FLuc modulator
O=C(CCNC(=O)C1CCN(S(=O)(=O)c2ccccc2)CC1)Nc1cccc(C(F)(F)F)c1 | . | 14% | -13 | -1% | -7% | -1% | 1% | 0% | -4% | . | 3%
CCCc1cc(=O)oc2cc(C)cc(OCC(=O)NC(Cc3ccc(Cl)cc3)C(=O)O)c12 (centres undefined) | 28% | 9% | -27 | -3% | 3% | -5% | -5% | -4% | -3% | 4% | 4%
CCOCCCNC(=S)N1CCN(C(=O)C(=O)Nc2ccc(C(=O)OC)cc2)CC1 | -16% | 1% | 6 | -6% | 1% | 7% | 13% | 1% | -7% | 16% | 1%
Nc1nnc(CSCc2ccc(Cl)cc2Cl)s1 | 0% | -45% | 7 | 0% | 2% | ? | 3% | 2% | -7% | 7% | ?

Other records.
SMILES | Menin MLL FP TR | RORg inh | KCNH2 3.1 block | Mito fusion yeast | NPC1 promoter act | ELG1 DNA repair | Gal4-VP16 FLuc | Rab9 promoter act | MBNL1 CUG block | PKM2 act | FLuc modulator
Cc1cnc(-c2nnc(N(C)C(=O)C3CCCO3)s2)cn1 (centres undefined) | 0% | 9%[10 µM] | -5 | -1% | 20% | ? | 1% | 28% | 15% | -7% | -13%
CN1C(=O)CC(Sc2ccccc2C(=O)O)C1=O (centres undefined) | 18% | -10% | 12 | -5% | 2% | 3% | -4% | -2% | -4% | 6% | 4%
CCOC(=O)CNC(=O)c1cc(-c2ccc3c(c2)OCCO3)oc1C | 16% | 2% | -36 | 6% | 6% | ? | 13% | 21% | -5% | 1% | 9.5µM*
Cc1ccc(CNC(=O)C2CCN(S(=O)(=O)N3CCOCC3)CC2)cc1 | -8% | -2% | 4 | 0% | 1% | 0% | -3% | -3% | -10% | -3% | 0%
COc1cc(-c2noc(-c3cccs3)n2)cc(OC)c1OC | -6% | 39% | 11 | 12% | 1% | 23µM* | 5% | 4% | -7% | 0% | -10%
CCSc1ncc(Cl)c(C(=O)Nc2ccccc2Cl)n1 | ? | 2% | 30 | -14% | -2% | -4% | 16% | 9% | 9% | . | 2%
COc1ccc(C(=O)NCCc2c[nH]c3ccccc23)cc1OC | ? | 10% | -5 | 0% | 1% | -12% | -1% | 1% | -12% | -7% | -2%
COc1ccc(C(=O)c2cc3cccc(OC)c3o2)cc1 | 20% | 21% | -8 | 26% | 3.2µM* | ? | 0% | 3.2µM* | ? | -16% | 9.5µM*
CS(=O)(=O)Nc1ccc(C(=O)Nc2ccc3c(c2)OCO3)cc1 | -12% | 28% | -3 | 3% | 27% | ? | -9% | ? | -6% | . | ?
C/C(=N\NC(=O)c1cccc(F)c1)c1ccc(Br)s1 | ? | 0.79µM* | -7 | 3% | -5% | -20% | 1.3µM* | 12% | 15% | 1% | -4%
O=C(CN1CCN(c2ncc(C(F)(F)F)cc2Cl)CC1)NCCNc1ncc(C(F)(F)F)cc1Cl | 12% | 30% | 4 | -21% | -4% | ? | 3% | -1% | 4% | 13% | 0%[2.3 µM]
CCn1c(NCc2cccs2)nc2ccccc21 | 0% | -3% | 14 | -12% | -1% | ? | 1% | -4% | 1% | -7% | -13%
CCn1c(/C=C/c2ccccc2)nc2ccccc2c1=O | 0% | 33% | -6 | 18% | -1% | -19% | -7% | 0% | 1% | 8% | -17%
CCOCCCN(C)C1CCN(S(=O)(=O)c2csc(C(N)=O)c2)CC1 | 0% | -34% | -12 | -8% | -3% | ? | 2% | -1% | -1% | 2%[0.46 µM] | 5%
Cc1cc(CNC(=O)c2cccnc2Cl)c2ccccc2n1 | -3% | ? | 19 | 17% | 3% | 5.2µM* | 0% | 0% | -25% | 0% | -4%
COc1ccc2c(C)cc(SCC(=O)Nc3cc(C(N)=O)cc(C(N)=O)c3)nc2c1 | . | ? | 27 | 1% | 0% | ? | -12% | -10% | 120%[activator] | 0% | 5%
O=C(NC1CCCC1)C(c1cccnc1)N(C(=O)c1csnn1)c1ccc(F)cc1 (centres undefined) | ? | 4% | -17 | -1% | 1% | 9% | -2% | -5% | -2% | . | 0%
